eLon inh: inhibits E. coli Lon protease. 360,000 compounds, 0.42% hits. P0A9M0. inhibition, % at 7.94 µM. purified E. coli Lon protease, fluorescence polarization; in the data active = inhibition above about 13%, passing the limit was not always enough;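 note: 0% = enzyme with probe and DMSO and 100% = no enzyme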
Tb MetRS inh: blocks T. brucei methionyl-tRNA synthetase activity; purified T. brucei MetRS, ATP depletion, Kinase-Glo luminescence; inhibition, % at 11.9 µM; 360,000 compounds, 0.4% hits;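 active = inhibition above a per-plate cutoff of the control wells' mean inhibition plus 3 SD, cut at about 5.5% in these data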;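 note: 0% = DMSO wells median and 100% = median of wells with control inhibitor compound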
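Material: parasite MetRS enzyme / Replication: singlicate, one well per compound / Signal: luminescence of leftover ATP / Schedule: 2 h aminoacylation at 25 °C after 15 min preincubation / Medium: HEPES-MgCl2-KCl buffer plus DTT, spermine, BSA, pyrophosphatase / Doses: 11.9 µM single point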
Scp-1 inhibitor: inhibitors of human Scp-1 phosphatase | Recombinant Scp1, phosphopeptide, malachite green phosphate absorbance | inhibition, % at 20 µM | 340,000 compounds, 0.88% hits | Q9GZU7;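 active = inhibition above about 50% at 20 µM, limit read from the data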;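 note: plate controls were DMSO wells with enzyme for no effect and wells lacking enzyme for full effect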
Target sequence (Q9GZU7 76-261 limits assumed): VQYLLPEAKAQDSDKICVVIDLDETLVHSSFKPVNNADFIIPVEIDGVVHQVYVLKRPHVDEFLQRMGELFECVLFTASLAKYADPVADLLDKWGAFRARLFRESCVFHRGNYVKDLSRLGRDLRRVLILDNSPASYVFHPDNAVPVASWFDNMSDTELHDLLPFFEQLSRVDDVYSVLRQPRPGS
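Test system – truncated SCP-1 phosphatase (76-261aa) · Reagent – Phosphorylated 17-residue peptide substrate · Incubation – 45 min room-temperature reaction, 5 min colour, 30 min stabiliser · Detection – colorimetric phosphate reagent with accelerator and stabiliser, absorbance at 630 nm · Measure – % inhibition at 20 µM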
LMPTP block: blocks human LMPTP phosphatase; P24666; AID 651560; 360,000 compounds, 0.22% hits; inhibition, % at 20 µM; recombinant LMPTP-A, OMFP fluorogenic substrate, fluorescence intensity;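 active = compounds that cut the enzyme signal by at least half of the control window in the single-dose screen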;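 note: plate controls were DMSO wells with enzyme plus substrate for no effect and substrate without enzyme for full effect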
Target sequence (P24666 whole entry, looked up): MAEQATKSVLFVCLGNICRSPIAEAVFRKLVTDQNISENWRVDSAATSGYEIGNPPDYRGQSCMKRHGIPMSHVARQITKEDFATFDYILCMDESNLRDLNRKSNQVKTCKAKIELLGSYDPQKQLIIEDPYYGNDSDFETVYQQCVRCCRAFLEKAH
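Test system – LMPTP-A phosphatase enzyme · Quantity – 0.625 nM LMPTP-A final · Reagent – OMFP substrate, 400 µM final · Dosing – one test concentration per compound, 20 µM, with 3% DMSO overall · Timing – 50 min enzyme reaction at room temperature, protected from light · Detection – fluorescence intensity · Controls – substrate-only low control, DMSO enzyme-plus-substrate high control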
STEP block: blocks human striatal-enriched tyrosine phosphatase | P54829 | recombinant STEP, OMFP fluorogenic substrate, fluorescence | inhibition, % at 20 µM | 360,000 compounds, 0.25% hits | AID 588621;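 active = inhibition at 20 µM, scaled per plate between control wells, above about 37%, limit read from the data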;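 note: 0% = DMSO with enzyme and substrate and 100% = substrate only without enzyme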
Target sequence (P54829 whole entry, looked up): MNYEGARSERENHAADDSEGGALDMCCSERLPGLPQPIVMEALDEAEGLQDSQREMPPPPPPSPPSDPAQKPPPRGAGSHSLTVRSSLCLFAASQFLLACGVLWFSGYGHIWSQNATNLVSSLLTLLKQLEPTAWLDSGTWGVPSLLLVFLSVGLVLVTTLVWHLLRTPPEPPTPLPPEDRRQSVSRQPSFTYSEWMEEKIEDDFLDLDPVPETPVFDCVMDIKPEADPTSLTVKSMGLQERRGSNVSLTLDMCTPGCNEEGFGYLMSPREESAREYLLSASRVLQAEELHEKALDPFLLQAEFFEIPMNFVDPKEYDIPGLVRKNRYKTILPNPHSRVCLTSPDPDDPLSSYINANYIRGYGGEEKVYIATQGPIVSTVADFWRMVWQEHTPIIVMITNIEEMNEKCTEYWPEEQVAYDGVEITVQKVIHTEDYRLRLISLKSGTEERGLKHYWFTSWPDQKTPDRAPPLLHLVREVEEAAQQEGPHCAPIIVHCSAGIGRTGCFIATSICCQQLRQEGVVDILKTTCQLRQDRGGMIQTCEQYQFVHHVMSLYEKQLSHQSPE
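Material: STEP (striatal-enriched tyrosine phosphatase) enzyme, cell-free; Compound dosing: 20 µM single dose in 1% DMSO; Technique: fluorescence read at 480 nm ex / 540 nm em; Times: reaction 20 min, ambient temperature; Medium: 50 mM Bis-Tris pH 6.0 with 2.5 mM DTT and 0.005% Tween 20; Also added: OMFP at 25 µM.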
MsrA act: activates bovine MsrA enzyme; 360,000 compounds, 0.3% hits; purified bovine MsrA, absorbance read-out; activation, % at 10.6 µM; AID 602163; in the data active = activation above about 7.5%;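 note: 0% = vehicle and 100% = reference activator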
NRP1-CendR mod: NRP-1/CendR interaction modulation; O14786; FAM-RPARPAR peptide binding to NRP-1, fluorescence polarization; inhibition, % at 25 µM; 360,000 compounds, 0.85% hits; AID 602438;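 active = inhibition or corrected inhibition above about 18%, plus a signal ratio from 0.5 to 1.5, limit read from the data, passing the limit was not always enough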; note: strong numbers were not always called active
SUMO1 PPI mod: SUMO1-SIM interaction modulation; 360,000 compounds, 0.33% hits; SUMO1 binding to a labelled peptide, TR-FRET, 1 h; inhibition, % at 20 µM; AID 602429; in the data active = inhibition above about 37%
Target sequence (P63165 whole entry, looked up): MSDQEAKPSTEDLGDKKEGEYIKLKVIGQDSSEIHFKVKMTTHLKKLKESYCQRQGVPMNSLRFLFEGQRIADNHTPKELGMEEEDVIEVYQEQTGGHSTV
DNMT1 inh: DNMT1 (human) enzyme inhibition; AID 588458; P26358; inhibition (reported as % activation of signal), % at 10 µM; 360,000 compounds, 0.83% hits; DNMT1 molecular beacon, Hinp1I cleavage, fluorescence; in the data active = inhibition above about 50%
MsrA inhibitor: inhibits bovine methionine sulfoxide reductase A; 360,000 compounds, 0.75% hits; purified bovine MsrA, absorbance read-out; inhibition, % at 15.5 µM; in the data active = inhibition above about 4.5%;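 note: 0% = vehicle wells with enzyme and 100% = reference inhibitor wells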
* marks the source's active call; other numbers are inactive results; . = no result given. Rows are unselected; about 4.3% have a hit in one of these screens.

SMILES | eLon inh | Tb MetRS inh | Scp-1 inhibitor | LMPTP block | STEP block | MsrA act | NRP1-CendR mod | SUMO1 PPI mod | DNMT1 inh | MsrA inhibitor
Cc1ccc(CC2(OCCN(C)C)CCC(C(C)(C)C)CC2)cc1 (centres undefined) | -4 | -0.1 | 10 | -1.4 | 0 | -1 | 4 | -24 | 7 | -1.4
O=c1[nH]c(C2CCN(S(=O)(=O)Cc3ccccc3)CC2)nc2c1nnn2Cc1ccccc1Cl | -3 | -0.4 | -1 | 3.4 | 0 | -5 | 14 | 4 | 11 | -0.9
COc1cc(S(=O)(=O)N2CCN=C2c2ccccc2)ccc1F | 9 | -0.9 | -10 | -1.0 | -1 | -1 | -2 | 2 | 2 | 0.3
COc1cc(C(=O)OCCNC(=O)c2cccnc2)cc(OC)c1OC | 1 | -0.5 | 3 | -0.6 | 1 | -6 | -10 | 10 | 1 | 0.0
COC(=O)CSc1nc(N2CCOCC2)c2c(c1C#N)CC(C)(C)N(C)C2 | 11 | -0.1 | 3 | 0.4 | -4 | 1 | 16 | -17 | -9 | 1.2
CC1CCCC(C)N1C(=O)c1ccccc1Nc1ccc(SC(F)F)cc1 (centres undefined) | 1 | -0.8 | -3 | 1.8 | 4 | -5 | -4 | -1 | -2 | 0.6
Nc1nc(-c2ccc(Cl)cc2)c(N=Nc2ccc(S(=O)(=O)N3CCOCC3)cc2)s1 | -6 | -0.2 | -4 | 12 | 10 | -4 | 1 | -25 | -7 | -0.5
O=C1OC(N2C(=O)CC[C@H]2C(=O)Nc2ccc(Br)cc2F)c2ccccc21 (some centres undefined) | 1 | 1.3 | 4 | -0.5 | 0 | 1 | 9 | 0 | 5 | -0.3
Cc1nc(C)c(C(=O)NNS(=O)(=O)c2ccc3ccccc3c2)s1 | -4 | 0.4 | 3 | -1.0 | -3 | 0 | -1 | 1 | 2 | 0.8
CC(C)c1ccc(S(=O)(=O)NC2CCCC2)cc1 | -8 | -0.4 | -6 | -0.5 | -4 | -2 | 1 | -2 | 1 | 0.7
S=C1NCCN1CC1CCN(CCC23CC4CC(CC(C4)C2)C3)CC1 | -6 | -0.4 | 1 | -0.9 | 5 | -3 | 2 | -6 | 2 | -0.1
O=C(CS(=O)(=O)c1ccccc1)Nc1ccc(S(=O)(=O)Nc2ncccn2)cc1 | 0 | 0.2 | -9 | 0.4 | -1 | 0 | -7 | 0 | 1 | 2.0
COc1ccc(NS(=O)(=O)c2ccc(C(=O)N3CCCCCC3)cc2)cc1 | 3 | 0.0 | -2 | 0.5 | -1 | 0 | -12 | 4 | 3 | 0.2
C/C(=N/NS(=O)(=O)c1cc(C)ccc1C)c1ccncc1 | -2 | -0.5 | -2 | -1.8 | 2 | -5 | 14 | 1 | 2 | -0.9
CCC(C)N=CC1=C(O)CC(c2ccccc2)CC1=O (centres undefined) | 4 | -1.0 | -1 | -1.7 | -3 | -3 | 2 | 4 | -1 | -1.1
CCN(CC(=O)Nc1c(F)cccc1F)C(=O)c1ccc(C)c(S(=O)(=O)N2CCCCC2)c1 | -7 | -0.1 | -6 | -1.2 | 1 | -2 | 10 | 0 | 1 | .
COc1cc(C)c(NC(c2ccccc2)c2ccccc2)cc1OC | 5 | -0.5 | -2 | 1.3 | 2 | -4 | 11 | 1 | -5 | 0.9
COc1ccc(N=C2SC(C(=O)N3CCN(c4ccc([N+](=O)[O-])cc4)CC3)CC(=O)N2C)cc1 (centres undefined) | 1 | -0.4 | 1 | 1.9 | 0 | -2 | -7 | -19 | -4 | 1.3
O=C(/C=C/c1ccc([N+](=O)[O-])cc1)N1CCN(c2ccccc2F)CC1 | -5 | 0.1 | -4 | -2.4 | 4 | -4 | -5 | -3 | 4 | 0.3
COc1ccc(N(C(=O)c2ccco2)C(C(=O)NC2CCCC2)c2ccncc2)cc1OC (centres undefined) | 3 | 0.1 | -3 | -0.8 | 2 | -1 | 7 | 6 | 0 | -0.3
CC(NC(=O)Cc1cccs1)c1ccncc1 (centres undefined) | 2 | 1.0 | -4 | -0.2 | 2 | 1 | 9 | -4 | -2 | -1.2
O=C(Cn1c(=O)n(Cc2ccco2)c(=O)c2c3c(sc21)CCCC3)Nc1ccccc1 | 4 | 1.1 | -20 | 3.4 | -3 | -3 | -15 | 3 | -2 | 1.2
COCCCNC(=S)NCCc1ccc(F)cc1 | -2 | -0.9 | 9 | -0.5 | 0 | -8 | -5 | -1 | -1 | 2.2
CCn1cc(Br)c(C(=O)Nc2ccccc2C(=O)OC)n1 | -3 | -1.8 | -11 | -1.0 | -3 | -10 | 11 | 3 | 0 | 0.2
COC(=O)c1ccccc1NC(=O)C1CC(=O)N(c2ccc(C)cc2)C1 (centres undefined) | -2 | -0.5 | -18 | -0.3 | -8 | -3 | -4 | -1 | 0 | -0.6
Next compounds follow.
SMILES | eLon inh | Tb MetRS inh | Scp-1 inhibitor | LMPTP block | STEP block | MsrA act | NRP1-CendR mod | SUMO1 PPI mod | DNMT1 inh | MsrA inhibitor
N#C/C(=C\c1ccc(N2CCOCC2)cc1)c1ccccc1 | -15 | -0.7 | -2 | 0.7 | 0 | -1 | -7 | -22 | -4 | 2.5
COc1ccc(CN(C(C)=O)c2cccc(C)c2C)cc1 | -9 | -0.4 | -5 | 0.6 | 0 | -2 | 14 | 0 | 2 | 0.1
C/C(CC(=O)Nc1ccc(C)c(Cl)c1)=N\NC(=O)c1cccc(O)c1 | 4 | -1.6 | -14 | -0.5 | 1 | -1 | 4 | 0 | -3 | -1.5
O=C1COc2ccccc2N1Cc1ccc(Cl)cc1 | -1 | -0.8 | -7 | -0.2 | -1 | -3 | -18 | -2 | 2 | 0.2
Cc1nc2ccccc2c(=O)n1Cc1ccco1 | -3 | -0.3 | -8 | -1.6 | 4 | -3 | 4 | 7 | -4 | 0.8
CCn1cc(C(=O)N2CCN(c3cccc(C)c3C)CC2)c(=O)c2ccc(C)nc21 | 2 | -0.2 | -5 | 2.2 | 0 | -7 | 2 | 3 | 0 | 2.5
OC1(c2cccc(C(F)(F)F)c2)CCN(CCN2CCCCC2)CC1 | 4 | -0.1 | -12 | 3.1 | 2 | -2 | -6 | -4 | -2 | 0.6
CN(CCOc1ccc(Cl)cc1)C(=O)C1CCN(C(=O)c2ccc(F)cc2)CC1 | -11 | 0.2 | -5 | 0.2 | 0 | -2 | 3 | -15 | -1 | -0.4
COC(=O)C1=CN(Cc2ccc(OC)c(OC)c2)C=C(C(=O)OC)C1c1cccs1 | 7 | -0.9 | -5 | -0.3 | 2 | -2 | 15 | -19 | -2 | 1.2
O=C(OCC1CC(c2ccccc2)=NO1)c1ccco1 (centres undefined) | -6 | -0.7 | -5 | -1.1 | -3 | -4 | -6 | 3 | -1 | 0.0
O=C(CSc1nnc(CNC(=O)c2ccccc2F)o1)NCc1ccco1 | -7 | -0.1 | 13 | -0.9 | 0 | -3 | 7 | -6 | 0 | -0.4
Cc1ccc(NC(=O)CS(=O)(=O)c2cn(CC(=O)N3CCOCC3)c3ccccc23)cc1 | -12 | 0.0 | -8 | 0.2 | -1 | -2 | -4 | -8 | -2 | -1.8
COc1ccc(C(=O)Oc2cc(OC)cc(OC)c2C(C)=O)cc1 | 1 | 0.1 | -9 | -0.2 | -3 | -2 | 6 | 4 | -5 | -0.3
C#CCOc1ccccc1/C=C1/C(=O)ON=C1C | 2 | -0.9 | -6 | -1.8 | 0 | -3 | -5 | -6 | 4 | 0.3
O=C(NCCc1c[nH]c2ccccc12)C(=O)c1c[nH]c2ccccc12 | 1 | 1.9 | 0 | 1.4 | 3 | -4 | 5 | -3 | -9 | 1.6
Cc1ccc(-n2c(=O)cc(N3CCc4ccccc4C3)[nH]c2=O)cc1 | -3 | 0.0 | -5 | -1.1 | 3 | -5 | -6 | 6 | -7 | 1.2
COc1ccc(/C=C/C(=O)OCC(=O)NC2CC2)c(OC)c1 | -11 | -0.2 | -2 | -0.6 | -1 | -5 | -1 | -13 | 1 | 4.1
COc1ccc(OC)c(/C=C/C(=O)Nc2ccc(OC)nc2)c1 | -8 | -0.2 | 7 | 1.0 | 0 | -10 | 6 | -4 | 6 | 1.2
CCCOc1ccc(C2Nc3cccc4cccc(c34)N2)cc1 | -15 | 0.0 | 11 | 6.9 | 8 | -3 | 4 | -8 | -10 | 0.8
Cc1ccc(C)c(NS(=O)(=O)c2cc(C(=O)NCc3ccncc3)ccc2C)c1 | -5 | -0.5 | -7 | -1.0 | 1 | -7 | 2 | 5 | 3 | -0.8
Cc1cc(=O)oc2cc(OCC(=O)NC3CCN(Cc4ccccc4)CC3)ccc12 | -3 | -0.8 | -1 | 0.5 | -3 | -8 | -3 | -2 | 3 | 0.0
CC(C)C(NC(=O)c1cccs1)C(=O)NC1=NCCS1 (centres undefined) | -8 | -0.5 | -5 | -1.9 | 4 | -6 | -6 | 8 | -1 | -0.7

Part of the list above in order of heavy-atom count, smallest number first:
SMILES | eLon inh | Tb MetRS inh | Scp-1 inhibitor | LMPTP block | STEP block | MsrA act | NRP1-CendR mod | SUMO1 PPI mod | DNMT1 inh | MsrA inhibitor
Cc1nc2ccccc2c(=O)n1Cc1ccco1 | -3 | -0.3 | -8 | -1.6 | 4 | -3 | 4 | 7 | -4 | 0.8
O=C(OCC1CC(c2ccccc2)=NO1)c1ccco1 (centres undefined) | -6 | -0.7 | -5 | -1.1 | -3 | -4 | -6 | 3 | -1 | 0.0
COc1ccc(CN(C(C)=O)c2cccc(C)c2C)cc1 | -9 | -0.4 | -5 | 0.6 | 0 | -2 | 14 | 0 | 2 | 0.1
COc1ccc(OC)c(/C=C/C(=O)Nc2ccc(OC)nc2)c1 | -8 | -0.2 | 7 | 1.0 | 0 | -10 | 6 | -4 | 6 | 1.2
COc1ccc(C(=O)Oc2cc(OC)cc(OC)c2C(C)=O)cc1 | 1 | 0.1 | -9 | -0.2 | -3 | -2 | 6 | 4 | -5 | -0.3
OC1(c2cccc(C(F)(F)F)c2)CCN(CCN2CCCCC2)CC1 | 4 | -0.1 | -12 | 3.1 | 2 | -2 | -6 | -4 | -2 | 0.6
O=C(CSc1nnc(CNC(=O)c2ccccc2F)o1)NCc1ccco1 | -7 | -0.1 | 13 | -0.9 | 0 | -3 | 7 | -6 | 0 | -0.4
CN(CCOc1ccc(Cl)cc1)C(=O)C1CCN(C(=O)c2ccc(F)cc2)CC1 | -11 | 0.2 | -5 | 0.2 | 0 | -2 | 3 | -15 | -1 | -0.4
COC(=O)C1=CN(Cc2ccc(OC)c(OC)c2)C=C(C(=O)OC)C1c1cccs1 | 7 | -0.9 | -5 | -0.3 | 2 | -2 | 15 | -19 | -2 | 1.2

Screening results as filed in PubChem.
